TcdB GH inh: blocks C. difficile toxin B glycohydrolase activity | TcdB glycohydrolase enzymatic assay, plate reader | inhibition, % at 9.99 µM | 0.24% of 350,000 active | AID 652162; in the data active means inhibition above about 10%
Anthrax LF inh2: anthrax lethal factor protease inhibition. P15917. multiplex microsphere protease cleavage assay, LF. inhibition, % at 10 µM. 0.12% of 360,000 active; further: plate controls were buffer without enzyme for full effect and enzyme alone for no effect
PrPC surface inh: cell surface PrPC inhibition, primary TR-FRET screen | TR-FRET read-out | P04156 | inhibition, % at 13.8 µM | 0.43% of 370,000 active; in the data active means inhibition above about 24%; further: 0% = median of the test wells and 100% = reference compound wells
SARS 3CLpro inh: SARS-CoV 3CLpro protease inhibition | P0C6X7 | recombinant SARS-CoV 3CLpro, quenched FRET peptide cleavage | inhibition, % at 6 µM | 0.14% of 290,000 active; in the data active means inhibition above about 12%
SSB-PriA inh: inhibitors of Klebsiella pneumoniae PriA binding to SSB C-terminal tail. AID 1272365. 0.6% of 430,000 active. inhibition, % at 33 µM. AlphaScreen SSBct-PriA binding, biotinylated peptide; in the data active means inhibition mostly above about 37%, no sharp cut-off; inactive means mostly below about 20%;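 further: plate controls were negative control peptide for no effect and reference peptide for full effect; strong numbers were not always called active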
BoNT A protease: inhibitors of Botulinum neurotoxin A light chain protease. multiplex microsphere protease substrate cleavage, flow cytometry. AID 588499. inhibition, % at 10 µM. 0.17% of 360,000 active; further: plate controls were buffer without enzyme for full effect and enzyme alone for no effect
PfHsp40 yeast: restores yeast growth despite PfHsp40 toxicity; 0.68% of 340,000 active; S. cerevisiae expressing PfHsp40, growth rescue, ATP luminescence; growth rescue, % at 12.5 µM; in the data active means growth rescue above about 28%, passing the limit was not always enough; inconclusive means no clear call, values can overlap the other calls;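 further: yeast W303a lacking pdr1 and pdr3 grown in galactose medium; growth measured after three days at 30 °C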
BH1578 lux ind: induces V. cholerae light production without autoinducers; V. cholerae BH1578 lux reporter, luminescence, 6 h; activation, % at 18.7 µM; 0.16% of 350,000 active; AID 588436; in the data active means activation mostly above about 9.7%, no sharp cut-off; inconclusive means no clear call, values can overlap the other calls; inactive means mostly below about 3.7%; further: not every result past the cut was called active; inactives centre near 0; reference of the scale not given here
Y pestis TopoI: inhibitors of Yersinia pestis topoisomerase I | 0.064% of 360,000 active | activity, % at 10 µM | Y. pestis Topo-I cleavage product accumulation, plate reader; in the data active means activity above about 50%, passing the limit was not always enough; inconclusive means no clear call, values can overlap the other calls; further: inactives centre near 2
* hit, by the source's call; i = inactive; ? = inconclusive; . = not tested or not shown; & = joins results of further samples. Unless noted, no stated cut-off is given here; in the data, active means inhibition above about 30%; inconclusive means no clear call, values can overlap the other calls; inactive means below that. A portion of the library, so the mix of outcomes need not match the whole.

1) O=S1(=O)CCN(C(CCO)c2cccc(C(F)(F)F)c2)CC1 (stereo not drawn)
2) COc1ccccc1CNc1nc(Nc2ccccc2OC)c2sccc2n1
3) C[N+](C)(C)CCNC(=O)c1ccccc1
4) O=C(NCc1ccccc1F)c1cccs1
5) CC(Sc1nc2ccccc2[nH]1)C(=O)Nc1ccccc1F (stereo not drawn)
6) COc1ccc(-c2nc3c4ccccc4ccn3c2C=O)cc1

Assay by compound	1	2	3	4	5	6
TcdB GH inh	0.4	.	-8.1	.	.	-0.6
Anthrax LF inh2	3	-11	2	-2	-9	0
PrPC surface inh	3	.	10	0	2	-1
SARS 3CLpro inh	-3	.	.	1	1	-6
SSB-PriA inh	-9	.	.	12	-20	-22
BoNT A protease	-0.4	0.5	0.0	0.7	-0.9	-0.4
PfHsp40 yeast	-1.8	.	.	-0.1	3.0	-0.9
BH1578 lux ind	-1.0	i	.	i	-0.9	-0.3
Y pestis TopoI	6	7	.	0	0	0

7) Cc1nnc(SCC(=O)Nc2ccc3c(c2)COC3=O)n1-c1ccccc1
8) CC(=O)OCC1=C(C(=O)O)N2C(=O)C(NC(=O)CCn3nc(C(F)(F)F)c(Br)c3C3CC3)C2SC1 (stereo not drawn)
9) Cc1cccc(-c2nsc(SCC(=O)NCc3ccc4c(c3)OCO4)n2)c1
10) CCOC(=O)/C=C1\SCC(=O)N1CC(=O)NCCOC
11) Cc1[nH]c(=S)c(C#N)c(C)c1CC(=O)c1ccc(Br)cc1
12) COC(=O)NC(=S)Nc1ccc(Oc2ccc(Cl)cc2)c(Cl)c1

Assay by compound	7	8	9	10	11	12
TcdB GH inh	1.4	0.5	.	0.5	-0.3	-0.1
Anthrax LF inh2	0	-2	-1	-13	-7	4
PrPC surface inh	4	1	9	-7	-8	-5
SARS 3CLpro inh	-5	-4	3	-3	1	0
SSB-PriA inh	-9	-14	2&-1	-19	-13	-26
BoNT A protease	-0.9	0.0	-0.2	-0.3	2.2	0.4
PfHsp40 yeast	-0.4	-0.6	-1.1	-0.9	1.1	-0.4
BH1578 lux ind	-0.1	-0.2	-0.3	0.8	i	1.5
Y pestis TopoI	-11	-9	-9	3	1	2

13) CN(C)CCCSc1nc(-c2ccccc2)nc2c1CCC2
14) O=C(CSc1nc(-c2ccc(F)cc2)cc(C(F)(F)F)n1)NCc1ccco1
15) O=C(C1CCN(S(=O)(=O)c2ccccc2)CC1)N1CCN(c2ccccc2F)CC1
16) O=C(Nc1ccc(OCc2ccccc2)cc1)Nc1ccccc1C(=O)NCCCN1CCOCC1
17) O=C1/C(=C/c2ccc(F)cc2)SC(=S)N1Nc1ncc(C(F)(F)F)cc1Cl
18) COc1cccc(N2C(=O)CC(Sc3nc(C)cc(C)n3)C2=O)c1 (stereo not drawn)

Assay by compound	13	14	15	16	17	18
TcdB GH inh	0.3	.	0.3	1.1	.	1.3
Anthrax LF inh2	-1	-1	-1	-12	-4	-1
PrPC surface inh	7	-2	0	-3	-1	-9
SARS 3CLpro inh	3	-2	.	2	7	-1
SSB-PriA inh	4	-10	2	0	0	-9
BoNT A protease	1.0	0.1	-0.1	-10	1.6	0.6
PfHsp40 yeast	-0.9	-0.7	0.9	-1.8	-0.8	0.2
BH1578 lux ind	-0.3	-7.9	-0.6	i	i	-0.5
Y pestis TopoI	-2	7	30	-11	0	-18

19) CCOc1ccc(NS(=O)(=O)c2ccc(C(=O)NCC(c3ccccc3OC)N3CCCC3)cc2)cc1 (stereo not drawn)
20) CCCCCC1CC1C(=O)N/N=C/c1ccc(N(C)C)cc1 (stereo not drawn)
21) CC(C)c1ccc(NCCC(=O)c2cccs2)cc1
22) Cc1nc([N+](=O)[O-])c(C(=O)OCc2ccc(C#N)cc2)n1C
23) O=S(=O)(c1ccccc1)N1CCN=C1SCc1cccnc1
24) CCN(C(=O)COC(=O)C1CCN(S(=O)(=O)c2ccc3c(c2)OCCO3)CC1)C1CCS(=O)(=O)C1 (stereo not drawn)

Assay by compound	19	20	21	22	23	24
TcdB GH inh	1.4	.	.	0.3	5.5	1.6
Anthrax LF inh2	-2	-5	-2	0	-2	0
PrPC surface inh	-9	5	-1	-17	5	5
SARS 3CLpro inh	.	4	-1	0	2	.
SSB-PriA inh	2	.	-1	1	6	2
BoNT A protease	2.4	-1.2	0.1	0.1	0.4	3.2
PfHsp40 yeast	0.1	-0.7	2.9	1.9	0.2	0.8
BH1578 lux ind	i	-0.6	0.8	0.2	-0.1	-0.9
Y pestis TopoI	-13	10	12	-3	-3	-1

25) COc1cc(OC)c(OC)cc1CN1CCN(c2ccc(F)cc2)CC1
26) COC(=O)C1CSC(C)(C)C(=O)N1 (stereo not drawn)
27) O=C(CCn1c(=O)oc2ccccc21)NCCCN1CCN(c2ccc(F)cc2)CC1
28) COc1ccc(CCNc2ncnc3c2oc2ccccc23)cc1OC
29) Cc1cccc(C(=O)Nc2cccc(C(=O)NC3CCCC3)c2)c1
30) O=C(CCC(=O)N(CC(=O)NC1CCCCC1)c1ccc2c(c1)OCO2)Nc1ccccn1

Assay by compound	25	26	27	28	29	30
TcdB GH inh	1.6	0.0	.	0.8	-2.0	.
Anthrax LF inh2	1	0	-4	-7	-3	-1
PrPC surface inh	-4	-4	-9	27*	4	5
SARS 3CLpro inh	-1	3	-3	-2	-2	4
SSB-PriA inh	9	-12	-15	3	-6	6
BoNT A protease	-0.9	0.0	-1.1	-1.8	-1.7	-0.8
PfHsp40 yeast	3.1	-0.7	-0.2	1.9	-1.1	0.1
BH1578 lux ind	i	-0.3	-0.7	i	-1.7	-0.6
Y pestis TopoI	8	-2	-1	1	16	1

31) CCOc1cc(/C=C2\N=C(SC)SC2=O)cc([N+](=O)[O-])c1OC(C)=O
32) CCCC1C(=O)N(c2ccccc2)C1c1ccccc1 (stereo not drawn)
33) NS(=O)(=O)c1ccc(CNc2ncnc3sccc23)cc1
34) CCOc1ccc2ccccc2c1/C=N/NC(=O)c1cc(C)[nH]n1
35) CC(C)Nc1nc2nonc2nc1Nc1ccccc1
36) COc1ccccc1N1CCN(S(=O)(=O)c2cc3c(cc2C)NC(=O)CO3)CC1

Assay by compound	31	32	33	34	35	36
TcdB GH inh	.	.	-0.4	7.2	-0.4	-0.5
Anthrax LF inh2	-3	-5	0	2	-22	-4
PrPC surface inh	.	-1	-3	14	-1	-9
SARS 3CLpro inh	-2	-1	2	-1	7	2
SSB-PriA inh	13	-1	-12	.	7	7
BoNT A protease	0.3	-0.4	1.8	0.4	?	-0.6
PfHsp40 yeast	0.7	-2.1	1.4	0.3	1.1	-0.1
BH1578 lux ind	0.8	i	-0.2	-0.3	i	-0.2
Y pestis TopoI	-3	-6	0	-5	-12	11

37) Cc1ccc(NC(=O)C2CCCN2C(=O)NC2CCCCC2)cc1 (stereo not drawn)
38) CC1CCCN(S(=O)(=O)c2cc(C(=O)NCc3ccco3)ccc2Cl)C1 (stereo not drawn)
39) Cc1ccc(C)c(S(=O)(=O)N2CCN(CC(=O)NC(C)c3ccccc3)CC2)c1 (stereo not drawn)
40) COc1cccc2c1C(=O)CC2NC(=O)C(F)(F)F (stereo not drawn)
41) CN1CCN(CCC(=O)N/N=C/c2cc([N+](=O)[O-])ccc2O)CC1
42) COc1ccc(NC(=O)N2CCN(C(=O)C(Cc3ccc(F)cc3)NC(C)=O)CC2)cc1 (stereo not drawn)

Assay by compound	37	38	39	40	41	42
TcdB GH inh	1.1	-0.7	0.6	.	.	1.1
Anthrax LF inh2	-2	-2	-4	.	0	3
PrPC surface inh	-13	-3	-3	-1	-9	5
SARS 3CLpro inh	-3	.	.	2	-4	3
SSB-PriA inh	0	-8	5	-4	.	-1
BoNT A protease	0.4	0.0	0.0	.	-0.2	0.2
PfHsp40 yeast	-0.2	0.1	1.5	24	0.0	-1.1
BH1578 lux ind	-0.6	i	-0.8	-0.3	-0.4	-2.1
Y pestis TopoI	1	28	13	-4	-10	-4

43) O=C(O)CCCC(=O)N1CC(=O)Nc2ccccc21
44) COc1ccc(-c2cn(CCO)c(-c3ccncc3)n2)cc1
45) CCN(CC)CC(=O)N1c2ccccc2Sc2ccc(Cl)cc21
46) CCN(CC)c1nc(N)c2c(N)nc3c(c2c1C#N)CC(c1ccccc1)O3 (stereo not drawn)
47) Cc1c(NC(=O)CSc2nnc(C(C)Oc3ccc(Cl)cc3)n2-c2ccccc2)c(=O)n(-c2ccccc2)n1C (stereo not drawn)
48) CC(=O)CS(=O)(=O)c1ccc(Oc2ccc(S(=O)(=O)CC(C)=O)cc2)cc1

Assay by compound	43	44	45	46	47	48
TcdB GH inh	.	-0.4	.	.	.	.
Anthrax LF inh2	1	-1	-2	-12	-12	1
PrPC surface inh	6	-4	2	-6	-2	0
SARS 3CLpro inh	6	.	1	-3	3	1
SSB-PriA inh	-15	6	10	-8	-5	-3
BoNT A protease	-0.1	-0.2	0.0	4.9	11	0.9
PfHsp40 yeast	0.6	-0.6	1.2	-0.3	-1.2	-1.5
BH1578 lux ind	i	9.9	-3.8	i	0.6	-0.3
Y pestis TopoI	4	-1	8	1	8	6

Another view of 3 compounds above.
| No. | SMILES | TcdB GH inh | Anthrax LF inh2 | PrPC surface inh | SARS 3CLpro inh | SSB-PriA inh | BoNT A protease | PfHsp40 yeast | BH1578 lux ind | Y pestis TopoI |
| --- | --- | --- | --- | --- | --- | --- | --- | --- | --- | --- |
| 45 | CCN(CC)CC(=O)N1c2ccccc2Sc2ccc(Cl)cc21 | . | -2 | 2 | 1 | 10 | 0.0 | 1.2 | -3.8 | 8 |
| 46 | CCN(CC)c1nc(N)c2c(N)nc3c(c2c1C#N)CC(c1ccccc1)O3 (stereo not drawn) | . | -12 | -6 | -3 | -8 | 4.9 | -0.3 | i | 1 |
| 47 | Cc1c(NC(=O)CSc2nnc(C(C)Oc3ccc(Cl)cc3)n2-c2ccccc2)c(=O)n(-c2ccccc2)n1C (stereo not drawn) | . | -12 | -2 | 3 | -5 | 11 | -1.2 | 0.6 | 8 |

(listing goes on)
49) O=C(c1ccc2ccccc2c1)C1CCCN(C(=O)c2cnccn2)C1 (stereo not drawn)
50) CN(CCOC(=O)c1ccccc1)Cc1ccccc1
51) CC(OC(=O)CCN1C(=O)c2cccc([N+](=O)[O-])c2C1=O)C(=O)Nc1cc(Cl)cc(Cl)c1 (stereo not drawn)
52) CCOc1cc2[nH]c(=O)n(CCCCC(=O)N3CCCCCC3)c(=O)c2cc1OCC
53) CCOc1ccc(C(=O)NCC(=O)NNC(=O)C2COc3ccccc3O2)cc1OCC (stereo not drawn)
54) O=C(NCCO)c1nc(NCCO)c2ccccc2n1
55) CCC(NC(=S)NC1CCCCC1)c1ccc(C(C)C)cc1 (stereo not drawn)
56) COc1cccc(OC)c1C(=O)N1CCN(Cc2c[nH]c3ccccc23)CC1

Assay by compound	49	50	51	52	53	54	55	56
TcdB GH inh	0.8	.	.	.	0.4	.	-1.4	1.1
Anthrax LF inh2	-1	-1	0	-5	-1	0	-1	-3
PrPC surface inh	-1	-1	-2	2	-4	-3	7	10
SARS 3CLpro inh	1	1	2	2	.	-6	-3	.
SSB-PriA inh	-4	-18	-1	-6	-13	-10	.	.
BoNT A protease	-0.4	0.3	-0.4	0.0	0.1	0.1	3.5	0.3
PfHsp40 yeast	-1.8	-1.2	-0.3	0.1	1.5	-0.5	?	.
BH1578 lux ind	i	-0.2	-0.3	-9.1	-1.0	-0.3	0.9	i
Y pestis TopoI	12	-1	-8	15	-2	-14	11	6
